ROS inducer – ROS inducers in U2OS cancer cells, primary screen, cell-based, H2DCF-DA fluorescence. ROS induction (% of piperlongumine), % at 10 µM. hit rate 2% among 46,000. U2OS ROS induction; in the data active = ROS induction above about 79%, passing the limit was not always enough; inconclusive = no clear call, values can overlap the other calls;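 note: 0% = DMSO vehicle median and 100% = reference compound median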
An asterisk follows results filed as active; ? = inconclusive. This is a subset (hit frequency here may not be typical).

SMILES	ROS inducer
COc1ccc(C2CC(c3cccs3)=NN2C(=O)CSc2nc3ccccc3s2)cc1 (configuration not stated)	10
O=C(O)c1nn(-c2ccccc2)c2c1CCc1occc1-2	-6
CC1OC(OC(=O)C2=CC3CC(C)(C)CC34C(C)OC(=O)CC24)C(O)C(O)C1O (configuration not stated)	2
COc1ccc(-n2c(SCC(=O)Nc3ccc(Cl)cc3Cl)nnc2-c2ccccc2)cc1	11
CS(=O)(=O)N(CCC#N)Cc1ccco1	-9
CCOc1cccc(-c2nnc(SCC(=O)Nc3cccc(Cl)c3C)n2C)c1	-2
COC(=O)CCCCCCC(=O)N/N=C/c1ccc(OC)cc1	5
Cc1nn(Cc2cccc(Oc3ccccc3)c2)c(C)c1NC(=O)NC12CC3CC(CC(C3)C1)C2	-6
CC(NS(=O)(=O)c1ccc(Cl)cc1)C(=O)Nc1cc(Cl)ccc1Oc1ccccc1 (configuration not stated)	18
O=C(Cn1cc(C(=O)c2cccs2)c2ccccc21)Nc1ccccc1	13
C=CCNC(=O)[C@@H]1[C@H]2C(=O)O[C@H](c3ccccc3)[C@H](c3ccccc3)N2[C@H](c2ccc(OCCO)cc2)[C@@]12C(=O)Nc1ccc(C#CCC(C(=O)OC)C(=O)OC)cc12	?
Cc1ccc(S(=O)(=O)N(C)C[C@H]2Oc3ccc(NC(=O)NC(C)C)cc3C(=O)N([C@H](C)CO)C[C@H]2C)cc1	12
C[C@@H]1CN([C@H](C)CO)C(=O)c2cccc(NS(=O)(=O)c3ccc(F)cc3)c2O[C@@H]1CN(C)C(=O)Nc1cccc2ccccc12	-11
CCOc1ccc(C(C)=O)cc1CSc1nc(C)cc(C)n1	0
C[C@@H]1CN([C@H](C)CO)C(=O)c2cccc(NC(=O)c3nc4ccccc4s3)c2O[C@@H]1CN(C)S(=O)(=O)c1ccc(F)cc1	43
C[C@@H]1CN([C@H](C)CO)C(=O)c2cc(NC(=O)Cc3cn(C)c4ccccc34)ccc2O[C@@H]1CN(C)Cc1ccc(C(=O)Nc2ccccc2N)cc1	7
COc1ccc(OC(C)c2nc(-c3ccccn3)no2)cc1 (configuration not stated)	10
C[C@@H]1CN([C@@H](C)CO)C(=O)Cc2cc(NS(=O)(=O)c3ccccc3)ccc2O[C@@H]1CN(C)Cc1ccccc1	15
C[C@@H]1CN([C@H](C)CO)C(=O)c2cccc(NS(=O)(=O)c3ccc(F)cc3)c2O[C@H]1CN(C)Cc1ccc(-c2ccccc2)cc1	12
C[C@H](CO)N1C[C@H](C)[C@@H](CN(C)Cc2ccc(Oc3ccccc3)cc2)Oc2ccc(NC(=O)CCC(F)(F)F)cc2C1=O	29
COCCNS(=O)(=O)c1cc(OC)c(C)cc1C	-14
COc1ccccc1NC(=O)NCCc1ccncc1	-3
Cc1ccc(NC(=O)COc2ccc(Br)cc2CO)cc1	-6
C[C@H]1CN([C@@H](C)CO)C(=O)c2cccc(NC(=O)C3CCOCC3)c2O[C@@H]1CN(C)C(=O)NC1CCCCC1	-8
C[C@@H]1CN([C@H](C)CO)C(=O)c2cc(NC(=O)Nc3cccc4ccccc34)ccc2O[C@H]1CN(C)S(=O)(=O)c1ccc(Cl)cc1	5
NNCCc1ccccc1	-16
CCOC(=O)c1ccccc1NC(=O)CSc1nnc(Cc2cccn2C)n1-c1ccc(F)cc1	61
O=C(N/N=C/c1ccc(O)c(F)c1)c1ccccc1O	6
COC(=O)c1ccc(Nc2cc(C)nc3ccccc23)cc1	-3
C[C@@H]1CN([C@H](C)CO)C(=O)c2cccc(NC(=O)c3nc4ccccc4s3)c2O[C@@H]1CN(C)C	-2
COC(=O)c1ccc(Cl)c(NC(=O)CSc2nc(-c3ccccc3)cc(C(F)(F)F)n2)c1	6
CC(=O)Nc1c(Br)c(C2CC2)nn1-c1ccccc1	8
COc1ccc(S(=O)(=O)Nc2ccc3c(c2)C(=O)N([C@H](C)CO)C[C@H](C)[C@H](CN(C)Cc2ccc(C(=O)O)cc2)O3)cc1	-4
C=CCSc1ccc(OCC(F)(F)F)c(C#N)c1OCC(F)(F)F	9
C[C@@H]1CN([C@H](C)CO)C(=O)Cc2cc(NC(=O)Nc3ccc(F)cc3)ccc2O[C@@H]1CN(C)S(=O)(=O)c1ccc(F)cc1	-6
C[C@H](CO)N1C[C@H](C)[C@H](CN(C)CC2CC2)Oc2c(NC(=O)c3cnccn3)cccc2C1=O	-3
COC(=O)CCCCCCC(=O)N/N=C/c1cccc(C(=O)O)c1	49
Cc1ccc(S(=O)(=O)Nc2cccc3c2O[C@H](CN(C)S(=O)(=O)c2ccc(Cl)cc2)[C@H](C)CN([C@@H](C)CO)C3=O)cc1	0
COc1ccc(CN(C)C[C@@H]2Oc3ccc(NC(=O)Nc4ccc(OC)cc4)cc3CC(=O)N([C@H](C)CO)C[C@@H]2C)cc1	-15
Cc1cc([N+](=O)[O-])ccc1NC(=O)CSc1nnc(-c2cc3ccccc3o2)n1C	-5
CCN(CC)c1cnn(-c2ccc(C(F)(F)F)cc2)c(=O)c1Cl	-18
Cc1ccc(S(=O)(=O)Nc2ccc3c(c2)CC(=O)N([C@H](C)CO)C[C@H](C)[C@H](CN(C)C(=O)Nc2ccccc2)O3)cc1	-4
C[C@H](CO)N1C[C@H](C)[C@H](CN(C)C(=O)Nc2cccc3ccccc23)Oc2ccc(NS(=O)(=O)c3cn(C)cn3)cc2CC1=O	1
COc1ccccc1C(=O)Nc1c2c(nn1-c1ccc(Oc3ccccc3)cc1)CSC2	31
C=CCNC(=O)[C@@H]1[C@H]2C(=O)O[C@H](c3ccccc3)[C@H](c3ccccc3)N2[C@H](c2ccc(O)cc2)[C@@]12C(=O)N(C(=O)OCCOC)c1ccc(C#Cc3ccc(OC)cc3)cc12	13
CSc1cccc(NC(N)=O)c1	-27
C[C@H]1CN([C@@H](C)CO)C(=O)Cc2cc(NS(C)(=O)=O)ccc2O[C@@H]1CN(C)C(=O)NC1CCCCC1	-1
CN1CCN2c3ncccc3Cc3ccccc3C2C1 (configuration not stated)	13

5 entries out of the list, ordered by number of heavy atoms, smallest number first:
SMILES	ROS inducer
COC(=O)CCCCCCC(=O)N/N=C/c1ccc(OC)cc1	5
CC(NS(=O)(=O)c1ccc(Cl)cc1)C(=O)Nc1cc(Cl)ccc1Oc1ccccc1 (configuration not stated)	18
COc1ccc(C2CC(c3cccs3)=NN2C(=O)CSc2nc3ccccc3s2)cc1 (configuration not stated)	10
Cc1nn(Cc2cccc(Oc3ccccc3)c2)c(C)c1NC(=O)NC12CC3CC(CC(C3)C1)C2	-6
C[C@H]1CN([C@@H](C)CO)C(=O)c2cccc(NC(=O)C3CCOCC3)c2O[C@@H]1CN(C)C(=O)NC1CCCCC1	-8

Continued:
SMILES	ROS inducer
C[C@H](CO)N1C[C@H](C)[C@@H](CN(C)Cc2ccc(C(=O)O)cc2)Oc2ccc(NC(=O)Nc3ccccc3)cc2C1=O	-6
C[C@@H]1CN([C@@H](C)CO)C(=O)c2cccc(NC(=O)NC3CCCCC3)c2O[C@H]1CN(C)Cc1ccc(Cl)c(Cl)c1	0
Cc1noc(C)c1NC(=O)N(C)C[C@@H]1Oc2c(NC(=O)c3nc4ccccc4s3)cccc2C(=O)N([C@H](C)CO)C[C@H]1C	-1
O=C1CCC(N2C(=O)c3ccccc3C2=O)C(=O)N1 (configuration not stated)	-8
COc1ccc(NC(=O)Nc2ccc3c(c2)CC(=O)N([C@@H](C)CO)C[C@H](C)[C@@H](CN(C)C(=O)Nc2c(C)noc2C)O3)cc1	-2
COc1ccc(S(=O)(=O)N(C)C[C@H]2OCCCC[C@@H](C)Oc3ccc(NC(=O)c4ccccc4)cc3C(=O)N([C@H](C)CO)C[C@@H]2C)cc1	14
C[C@H]1CN([C@@H](C)CO)C(=O)Cc2cc(NC(=O)c3ccncc3)ccc2O[C@H]1CN(C)S(=O)(=O)c1cn(C)cn1	-4
C[C@@H]1CN([C@H](C)CO)C(=O)Cc2cc(NC(=O)Nc3ccc(F)cc3)ccc2O[C@H]1CN(C)S(C)(=O)=O	-12
C[C@H]1CN([C@@H](C)CO)C(=O)c2cc(NC(=O)Nc3ccc(F)cc3)ccc2O[C@H]1CN(C)S(=O)(=O)c1cccs1	26
O=C(NCCc1ccccc1)c1ccccc1CN1C(=O)c2ccccc2C1=O	11
CC(C)NC(=O)N(C)C[C@@H]1Oc2ccc(NC(=O)Cn3cnnn3)cc2C(=O)N([C@H](C)CO)C[C@@H]1C	-7
COc1ccc(/C=C2\Sc3ccccc3NC2=O)cc1	6

Reformatted: two of the compounds above.
mol: COc1ccc(/C=C2\Sc3ccccc3NC2=O)cc1
  ROS inducer = 6
mol: Cc1noc(C)c1NC(=O)N(C)C[C@@H]1Oc2c(NC(=O)c3nc4ccccc4s3)cccc2C(=O)N([C@H](C)CO)C[C@H]1C
  ROS inducer = -1

(list continues)
SMILES	ROS inducer
C[C@H](CO)N1C[C@H](C)[C@H](CN(C)S(=O)(=O)c2ccc(F)cc2)Oc2ccc(NC(=O)Cn3cnnn3)cc2CC1=O	17
C[C@H](CO)N1C[C@H](C)[C@H](CN(C)Cc2ccc(Cl)c(Cl)c2)Oc2ccc(NS(=O)(=O)c3ccc(F)cc3)cc2CC1=O	37
C[C@@H]1CN([C@H](C)CO)C(=O)c2cccc(NC(=O)Nc3cccc4ccccc34)c2O[C@@H]1CN(C)Cc1ccc(Oc2ccccc2)cc1	17
C[C@@H]1CN([C@H](C)CO)C(=O)Cc2cc(NC(=O)C3CCCCC3)ccc2O[C@H]1CN(C)C(=O)Nc1ccccc1	7
C[C@@H]1CN([C@@H](C)CO)C(=O)c2cccc(NS(=O)(=O)c3cccs3)c2O[C@H]1CN(C)Cc1ccncc1	-12
Cc1noc(C)c1NC(=O)N(C)C[C@@H]1Oc2c(NC(=O)CCCCCC(=O)Nc3ccccc3N)cccc2C(=O)N([C@@H](C)CO)C[C@H]1C	-14
C[C@H]1CN([C@@H](C)CO)C(=O)Cc2cc(NC(=O)Cn3cnnn3)ccc2O[C@H]1CN(C)S(C)(=O)=O	21
O=C(CSc1nnc(-c2ccncc2)n1-c1ccccc1)c1ccc([N+](=O)[O-])cc1	4
CN(CC(=O)Nc1ccc(Cl)c(C(F)(F)F)c1)S(=O)(=O)c1ccc(F)cc1	-11
C[C@@H]1CCCCO[C@@H](CN(C)Cc2ccc(C(=O)Nc3ccccc3N)cc2)[C@@H](C)CN([C@H](C)CO)C(=O)c2cc(NC(=O)c3ccccc3)ccc2O1	38
C[C@H](CO)N1C[C@H](C)[C@@H](CN(C)Cc2ccc3cccnc3c2)OCc2cn(nn2)CCCC1=O	-9
C[C@@H]1CCCCO[C@@H](CN(C)S(=O)(=O)c2ccc(F)cc2)[C@@H](C)CN([C@H](C)CO)C(=O)c2cc(NC(=O)Nc3cccc4ccccc34)ccc2O1	55
Cc1cccc(OCC(=O)Nc2cc(-c3nc4cc(Cl)ccc4o3)ccc2C)c1	-16
C[C@@H]1CN([C@@H](C)CO)C(=O)c2cc(NS(=O)(=O)c3cn(C)cn3)ccc2O[C@@H]1CN(C)Cc1ccc2c(c1)OCO2	-3
C[C@@H]1CN([C@H](C)CO)C(=O)c2cccc(NC(=O)Nc3ccc(F)cc3)c2O[C@H]1CN(C)C(=O)Nc1ccc(C(F)(F)F)cc1	18
C[C@@H]1CN([C@H](C)CO)C(=O)CCCn2cc(nn2)CO[C@@H]1CN(C)Cc1ccc(Oc2ccccc2)cc1	5
COc1ccccc1NC(=O)C(Cc1ccccc1)N1C(=O)C2C3c4ccccc4C(c4ccccc43)C2C1=O (configuration not stated)	21
Cc1ccc(N(CC(O)CN2C(=O)NC(C)(C)C2=O)S(=O)(=O)c2ccccc2)cc1 (configuration not stated)	-12
C[C@H](CO)N1C[C@H](C)[C@@H](CN(C)Cc2ccc(Oc3ccccc3)cc2)Oc2c(NS(=O)(=O)c3ccccc3)cccc2C1=O	49
Cc1oc(C(C)(C)C)cc1C(=O)N1CCN(c2ncccc2C(F)(F)F)CC1	-5
CSc1nc(/N=C/N(C)C)n(-c2ccccc2)n1	-3
Cc1cc(NC(=O)COc2ccccc2)no1	-4
C[C@H]1CN([C@@H](C)CO)C(=O)c2cccc(NC(=O)c3ccncc3)c2O[C@@H]1CN(C)Cc1ccc(C(=O)O)cc1	-17
CCc1ccc(/C=N/N2CCN(Cc3ccccc3)CC2)cc1	6

Not a retest: entries from further up.
SMILES	ROS inducer
Cc1cccc(OCC(=O)Nc2cc(-c3nc4cc(Cl)ccc4o3)ccc2C)c1	-16
C[C@@H]1CN([C@@H](C)CO)C(=O)c2cc(NS(=O)(=O)c3cn(C)cn3)ccc2O[C@@H]1CN(C)Cc1ccc2c(c1)OCO2	-3

The main list resumes; the 7 compounds before the break are reprinted first.
SMILES	ROS inducer
Cc1ccc(N(CC(O)CN2C(=O)NC(C)(C)C2=O)S(=O)(=O)c2ccccc2)cc1 (configuration not stated)	-12
C[C@H](CO)N1C[C@H](C)[C@@H](CN(C)Cc2ccc(Oc3ccccc3)cc2)Oc2c(NS(=O)(=O)c3ccccc3)cccc2C1=O	49
Cc1oc(C(C)(C)C)cc1C(=O)N1CCN(c2ncccc2C(F)(F)F)CC1	-5
CSc1nc(/N=C/N(C)C)n(-c2ccccc2)n1	-3
Cc1cc(NC(=O)COc2ccccc2)no1	-4
C[C@H]1CN([C@@H](C)CO)C(=O)c2cccc(NC(=O)c3ccncc3)c2O[C@@H]1CN(C)Cc1ccc(C(=O)O)cc1	-17
CCc1ccc(/C=N/N2CCN(Cc3ccccc3)CC2)cc1	6
Cc1ccccc1NC(=O)CCCn1sc2ccccc2c1=O	-4
CN(C(=O)COc1ccc(Oc2ccccc2)cc1)C1CCS(=O)(=O)C1 (configuration not stated)	32
CC1=CCC(c2cnc(-c3ccccc3)c(C)c2)N(C)C1c1ccccc1 (configuration not stated)	13
O=C(NC1CCN(C(=O)c2ccc(Cl)cc2Cl)CC1)c1ccccc1	35
CCS(=O)(=O)CCn1c([N+](=O)[O-])cnc1C	-2
CC(C)=CCc1c(O)ccc2ccc(=O)oc12	11
COc1ccc(S(=O)(=O)N(C)C[C@@H]2Oc3c(NC(=O)c4ccncc4)cccc3C(=O)N([C@@H](C)CO)C[C@@H]2C)cc1	1
C[C@H](CO)N1C[C@H](C)[C@H](CN(C)Cc2ccncc2)Oc2ccc(N(C)C)cc2C1=O	-26

Source: PubChem
